PKM2 activator: qHTS Assay for Activators of Human Muscle isoform 2 Pyruvate Kinase; Pyruvate kinase PKM (Homo sapiens), P14618; purified PKM2, Kinase-Glo ATP luminescence, activation; response scale: 0% is enzyme alone, no compound; Potency, µM (top dose mostly 57.5 µM), for the others: at the top dose activation, usual class: activators; actives 0.34% (n = 260,000); further: potency means the concentration at half of the fitted maximal effect; on the % scale 0 is the no-effect control and ±100 the full control effect; nearly all actives have a fitted effect of over 55% in size
Target sequence (P14618 whole entry, looked up, canonical isoform): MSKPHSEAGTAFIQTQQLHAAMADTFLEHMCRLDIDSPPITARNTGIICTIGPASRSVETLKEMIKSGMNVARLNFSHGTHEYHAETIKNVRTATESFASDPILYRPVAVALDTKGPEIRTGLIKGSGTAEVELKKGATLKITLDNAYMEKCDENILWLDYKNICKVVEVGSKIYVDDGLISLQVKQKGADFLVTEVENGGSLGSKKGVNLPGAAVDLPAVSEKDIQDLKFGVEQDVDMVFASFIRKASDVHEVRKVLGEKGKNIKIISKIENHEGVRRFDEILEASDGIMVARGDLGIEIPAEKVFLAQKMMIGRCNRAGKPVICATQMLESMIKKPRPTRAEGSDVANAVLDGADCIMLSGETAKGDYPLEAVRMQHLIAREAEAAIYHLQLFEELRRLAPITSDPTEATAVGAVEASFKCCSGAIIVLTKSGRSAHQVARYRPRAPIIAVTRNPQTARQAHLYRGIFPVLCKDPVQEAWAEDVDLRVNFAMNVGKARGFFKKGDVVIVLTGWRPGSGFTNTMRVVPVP
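ATP formation by purified human PK-M2, quantified via coupled luciferase luminescence after 1 h at room temperature with 0.1 mM ADP and 0.5 mM PEP final.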
GALK inhibitor: qHTS Assay for Inhibitors of Human Galactokinase (GALK) | actives 0.007% (n = 270,000) | P51570 | Purified GALK, Kinase-Glo residual ATP luminescence | AID 1868, 2009 | Potency, µM (series often up to 57.5 µM), for inactives: top-dose activity change, negative = inhibition, usual class: inhibitors; further: potency means the concentration at half of the fitted maximal effect; on the % scale 0 is the no-effect control and ±100 the full control effect
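GALK at 5 nM final was combined with compound, 35 uM ATP and 100 uM galactose in HEPES pH8.0 with MgCl2 and DTT. The reaction ran one hour at room temperature before luminescent ATP detection.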
ASM inhibitor: Inhibitors of Secretory Acid Sphingomyelinase (S-ASM): qHTS. Sphingomyelin phosphodiesterase (Homo sapiens), P17405. placental ASM, HMU-PC fluorogenic substrate, 60 min. Potency, µM (doses to about 57.5 µM), inactives show at the highest dose activity change, negative = inhibition, hits mostly inhibitors. actives 0.006% (n = 340,000). AID 504937, 2011; further: potency means the concentration at half of the fitted maximal effect
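Steps: dispense placental human ASM, pin compound, wait 10 min at room temperature, add HMU-PC0 substrate at 9 uM final, incubate 60 min at 37 °C, add stop solution raising pH to 10, read fluorescence.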
Eya2 phos inh: qHTS Assay for Inhibitors of the Phosphatase Activity of Eya2; Potency, µM (titrated, usually from 76.9 µM), for inactives: top-dose activity, negative = inhibition, most hits filed as inhibitors; Protein phosphatase EYA2 (Homo sapiens), O00167; AID 488837, 2010; recombinant Eya2, OMFP fluorescence dephosphorylation (OMFP is methylfluorescein phosphate); actives 0.006% (n = 330,000); further: potency means the concentration at half of the fitted maximal effect; on the % scale 0 is the no-effect control and ±100 the full control effect
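Eya2 (0.2 uM) preincubated 10 min at ambient with compound, then OMFP substrate added at 50 uM; 10 min reaction in 50 mM HEPES pH 7.5, 50 mM NaCl, 5 uM MgCl2, 0.05% BSA, 1 mM DTT. Fluorescence read at Ex 485/Em 525 nm.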
TSHR antagonist: Antagonists of the Thyroid Stimulating Hormone Receptor: HTS campaign; Thyrotropin receptor (Homo sapiens), P16473; TSHR-expressing cells, TSH-stimulated cAMP HTRF, 2 h; active compounds read low; activity change, negative = inhibition, % at 11.5 µM; actives 0.2% (n = 330,000); AID 504810, 2011;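 active means activity change below a set negative limit, meaning inhibition stronger than a set level, cut at about -70% in these data; inconclusive means activity change between two set negative limits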; further: on the % scale 0 is the no-effect control and ±100 the full control effect
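Competitive HTRF cAMP read-out (cryptate anti-cAMP antibody, cAMP-d2; 30 min, room temperature) in freshly harvested TSHR cells. Compounds added before TSH at EC80 (4nM final), followed by 2 hours' incubation at 37 deg C.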
USP2a block: qHTS Assay for Inhibitors of Ubiquitin-specific Protease USP2a Using CHOP2 as the Reporter; Potency, µM (top dose mostly 38.3 µM), without a hit: top-dose activity change, negative = inhibition, actives largely listed as inhibitors; Ubiquitin carboxyl-terminal hydrolase 2 (Homo sapiens), O75604; USP2 core, Ub-CHOP2 coupled fluorogenic reporter, 485/531; actives 0.01% (n = 330,000);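 further: potency means the concentration at half of the fitted maximal effect; plate controls were DMSO wells for no effect and full inhibition by NEM control for full effect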
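Deubiquitinase activity read as fluorescence (485/531 nm) after Ub-CHOP2 cleavage activates the enterokinase reporter on its substrate; USP2 core 10nM, Ub-CHOP2 and substrate 25nM each, 30min compound preincubation then 60min RT; data normalized to NEM, curves fitted.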
Mito fusion yeast: qHTS Assay for Small Molecule Inhibitors of Mitochondrial Division or Activators of Mitochondrial Fusion; S. cerevisiae fusion-defective mutant growth rescue, CellTiterGlo 48 h; Potency, µM (series often up to 46.1 µM), for the others: at the highest dose growth rescue (activation), usual class: activators; AID 485298, 2010; actives 0.23% (n = 320,000);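 further: potency means the concentration at half of the fitted maximal effect; % of control where 0% means no effect; nearly all actives have a fitted effect of over 45% in size; temperature-sensitive fusion mutants such as fzo1-1 at 37 °C on non-fermentable ethanol glycerol medium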
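Growth-rescue viability read-out: after 48 h at the non-permissive 37C in glycerol/ethanol YPEG, yeast mitochondrial fusion mutants are measured by CellTiterGlo luminescence; compounds (23 nl pinned per well) restoring growth score as division inhibitors or fusion activators.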
MBNL1-CUG inh: qHTS Assay for Inhibitors of MBNL1-poly(CUG) RNA binding | TR-FRET MBNL1-His/biotin-(CUG)12 binding, 665/545 ratio | actives 0.036% (n = 280,000) | Potency, µM (doses to about 57.5 µM), for inactives: at the top dose activity change, negative = inhibition, actives largely listed as inhibitors; active means well fitted inhibition curve with a large enough effect in the signal ratio, with a control signal flat, not every such curve was filed as active; inconclusive means small, poorly fitted or top-dose-only effect, or effect the other way, or a change in a side signal; inactive means no such curve, though single readings can be large or run the other way; the % refers to the signal ratio; further: potency means the concentration at half of the fitted maximal effect; on the % scale 0 is the no-effect control and ±100 the full control effect
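Ratiometric TR-FRET (665 over 545 nm, excitation 340 nm) tracks disruption of MBNL1-His/biotin-(CUG)12 complex after 60 min at room temperature, with compounds at 92 nM to 58 uM final.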
Menin MLL FP TR: qHTS Assay for Inhibitors Targeting the Menin-MLL Interaction in MLL Related Leukemias: Competition With Texas Red Labeled MLL-derived Mutant Peptide | Menin + Texas Red MLL mutant peptide, fluorescence polarization | Potency, µM (titrated, usually from 61.6 µM), for inactives: at the highest dose FP activity change, negative = inhibition, actives largely listed as inhibitors | actives 0.23% (n = 270,000) | AID 1768, 2009; active means well fitted inhibition curve with a large enough effect in the polarisation, with a control signal flat, not every such curve was filed as active; inconclusive means small, poorly fitted or top-dose-only effect, or effect the other way, or a change in a side signal; inactive means no such curve, though single readings can be large or run the other way; the % refers to the polarisation; further: potency means the concentration at half of the fitted maximal effect; % of control where 0% means no effect; many of its hits are not listed in these tables
Target sequence (O00255 whole entry, looked up): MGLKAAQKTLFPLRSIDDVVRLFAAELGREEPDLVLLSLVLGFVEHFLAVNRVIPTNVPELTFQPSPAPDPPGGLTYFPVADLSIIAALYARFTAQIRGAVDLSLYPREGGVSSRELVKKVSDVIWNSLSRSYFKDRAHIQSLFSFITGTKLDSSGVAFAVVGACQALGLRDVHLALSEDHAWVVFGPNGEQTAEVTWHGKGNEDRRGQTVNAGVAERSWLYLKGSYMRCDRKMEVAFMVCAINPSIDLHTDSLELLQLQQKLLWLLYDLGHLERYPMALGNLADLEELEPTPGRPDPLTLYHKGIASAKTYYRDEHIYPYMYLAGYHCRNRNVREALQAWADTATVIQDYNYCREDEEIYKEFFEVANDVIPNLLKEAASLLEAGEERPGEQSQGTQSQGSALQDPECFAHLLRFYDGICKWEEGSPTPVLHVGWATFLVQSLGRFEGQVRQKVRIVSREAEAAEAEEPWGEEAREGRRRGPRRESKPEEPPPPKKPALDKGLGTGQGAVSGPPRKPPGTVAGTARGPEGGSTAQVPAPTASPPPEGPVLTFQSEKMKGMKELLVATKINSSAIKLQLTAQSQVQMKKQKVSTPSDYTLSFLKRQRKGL
Chronic BCR inh: qHTS Assay to Find Inhibitors of Chronic Active B-Cell Receptor Signaling. ABC-DLBCL IkBa-CBG/CBR reporter, luminescence ratio, 4 h. Potency, µM (doses to about 46.1 µM), without a hit: at the top dose ratio change, negative = lower green/red ratio, actives largely listed as inhibitors. actives 0.05% (n = 340,000); active means well fitted inhibition curve with a large enough effect in the signal ratio, with a control signal flat, not every such curve was filed as active; inconclusive means small, poorly fitted or top-dose-only effect, or effect the other way, or a change in a side signal; the % refers to the signal ratio;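 further: potency means the concentration at half of the fitted maximal effect; plate controls were basal doxycycline-induced cells for no effect and cells given 10 µM MG132 for full effect; MG132 reads +100%, hits lower the ratio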
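Doxycycline induced both beetle luciferases in TMD8 lymphoma cells; IKK-driven degradation limits the IkappaBalpha-fused green signal, while red luminescence normalises for cell number and nonspecific effects. Compounds tested up to 46 uM, 4 hrs.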
hERG WT inh: qHTS for Inhibitors of KCHN2 3.1: Wildtype qHTS; Voltage-gated inwardly rectifying potassium channel KCNH2 (Homo sapiens), Q12809; U2OS, BacMam KCNH2, thallium flux FluxOr; active compounds read low; activity change, % at 1.84 µM; actives 0.37% (n = 340,000); AID 720551, 2013;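 active means maximum activity change below -70%; inconclusive means maximum activity change between -70% and -50%; inactive means maximum activity change above -50%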; further: on the % scale 0 is the no-effect control and ±100 the full control effect
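U2OS cells transduced with wild-type KCNH2 virus are loaded with FluxOr dye for 45 min, and thallium flux is measured in kinetic reads before and after stimulation buffer. Rate constants are normalized to DMSO controls.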
The depositor's hits bear a star; ? = inconclusive; · = not tested or not shown; [ ] = dose if it differs, or a comment. Unless noted, the call rests on the fitted dose curve; in most records, active means well fitted curve in the direction sought with a large enough effect; inconclusive means small, poorly fitted or top-dose-only effect, or another doubt; inactive means no such curve, though single readings can be large; an effect the other way counts as inactive or inconclusive. Only part of the results is shown; rates above refer to the full screens.

Order of values – PKM2 activator | GALK inhibitor | ASM inhibitor | Eya2 phos inh | TSHR antagonist | USP2a block | Mito fusion yeast | MBNL1-CUG inh | Menin MLL FP TR | Chronic BCR inh | hERG WT inh
(1) COc1cc(C2=Nc3c(c(C)nn3-c3ccccc3)P(=O)(N3CCOCC3)O2)cc(OC)c1OC (stereo unspecified)
 : 0% | -1% | -2% | 2% | -6 | 0% | -4% | -4% | -13% | ? | 4
(2) COc1ccc(S(=O)(=O)N(C)CC(=O)NCCCN2CCOCC2)cc1Cl
 : -14% | 0% | 1% | 2% | 13 | 1% | 1% | -5% | 5% | 5% | 17
(3) CCNc1ccc(C(=O)OC(C(=O)NC(N)=O)C(C)C)cc1[N+](=O)[O-] (stereo unspecified)
 : -5% | -1% | -3% | 9% | -6 | 1% | 1% | · | 0% | ? | 12
(4) CC(=O)NC(CCS(C)(=O)=O)C(=O)Nc1cccc(C)c1 (stereo unspecified)
 : -3% | 2% | 1% | 3% | 1 | 1% | -3% | -8% | 10% | -1% | -1
(5) CCN(CC)C(=O)[C@H]1C[C@H](CC(=O)NCCCn2ccnc2)C(=O)N2CCc3c([nH]c4ccc(Cl)cc34)[C@]12C
 : · | · | 1% | 8% | -5 | 2% | · | · | · | -3% | 13
(6) COc1ccccc1CNC(=O)C1CCC(=O)N1C(C)C (stereo unspecified)
 : · | 4% | 4% | 5% | 4 | 1% | -13% | -9% | -11% | 3% | -5
(7) COc1ccc(OC)c(C2SCCN2S(C)(=O)=O)c1 (stereo unspecified)
 : -1% | -2% | 5% | -7% | 5 | -2% | 1% | 4% | 4% | 11% | 3
(8) CCCOc1cccc(C(=O)Nc2nnn(CCC)n2)c1
 : 0% | 2% | -2% | 7% | -6 | 1% | -7% | -1% | 1%[11.7 µM] | ? | -113*
(9) COc1cc(SC)ccc1C(=O)OCC(=O)NCCC1=CCCCC1
 : · | · | -4% | -23% | · | -5% | 7% | · | · | -14% | 6
(10) CS(=O)(=O)N(CC(=O)O)c1cc(C(F)(F)F)ccc1Cl
 : · | · | 5% | -1% | -2 | 4% | 3% | · | · | -8% | -2
(11) CCC(Sc1ncccc1C(=O)O)C(=O)N1CCOCC1 (stereo unspecified)
 : 5% | -2% | 3% | -6% | -3 | 1% | -3% | -7% | 2% | -13% | 4
(12) CCN(CC)CCN1C(=O)C2C(C(=O)Nc3cc(C)cc(C)c3)C3C=CC2(O3)C1C(=O)NC1CCCCC1 (stereo unspecified)
 : 5% | -2% | 2% | 4% | 5 | 0% | -2% | 1% | 5% | 9% | 13
(13) CCN(CC)CCNc1nc(C(F)(F)F)nc2c1nnn2Cc1ccccc1
 : -2% | -1% | -3% | -3% | -9 | 1% | -6% | -4% | -8% | 3% | 11
(14) C#CCSc1nc2sc3c(c2c(=O)n1C)CCC3
 : · | 3% | -1% | -7% | -46 | 2% | -3% | -10% | -3% | ? | ·
(15) O=C(O)Cc1ccccc1C(=O)O
 : -4% | -3% | 5% | 12% | 4 | 2% | -1% | -3% | -9% | 2% | -1
(16) CCOC(=O)c1c(C)[nH]c(C)c1C(=O)COC(=O)c1ccc(Cl)c(S(=O)(=O)NCc2ccccc2)c1
 : -9% | 0% | -8% | -20% | -23 | -9% | 0% | -9% | 10% | -24% | -8
(17) CC(C)Sc1oc(-c2ccco2)nc1S(=O)(=O)c1ccc(F)cc1
 : 6% | -2% | -2% | 0% | -9 | 4% | 13% | 37%[activator] | ? | ? | -1
(18) CCCCCCn1nc(C(=O)Nc2nc3c(s2)CCCC3)c2ccccc2c1=O
 : 2% | 0% | -8% | -3% | -2 | 6% | 1% | -3% | -7% | ? | 5
(19) Cc1cccc2cc(C#N)c(N3CCOCC3)nc12
 : 1% | 2% | 57%[activator] | -4% | -9 | 0% | 1% | 24% | -9% | -1% | -24
(20) CCN1CCN(c2c(/C=C3\SC(=S)N(Cc4ccco4)C3=O)c(C)c(C#N)c(=O)n2C)CC1
 : 7% | · | -1% | ? | -3 | ? | 0% | -5% | · | ? | -27

Screen by screen, as entered above.
Compounds 9 to 15 in PKM2 activator read ·, ·, 5%, 5%, -2%, ·, -4%
Compounds 9 to 15 in USP2a block read -5%, 4%, 1%, 0%, 1%, 2%, 2%
Compounds 9 to 15 in ASM inhibitor read -4%, 5%, 3%, 2%, -3%, -1%, 5%

The results go on:
Order of values – PKM2 activator | GALK inhibitor | ASM inhibitor | Eya2 phos inh | TSHR antagonist | USP2a block | Mito fusion yeast | MBNL1-CUG inh | Menin MLL FP TR | Chronic BCR inh | hERG WT inh
(21) CCCn1c(SCC(=O)Nc2ccccc2CC)nnc1C(C)C
 : 7% | 1% | 3% | 12% | -2 | 1% | 1% | 4% | -13% | 8% | 1
(22) CCOC(=O)C1CCCN(c2ccc(NC(=O)c3snc4c(=O)[nH]cnc34)cc2)C1 (stereo unspecified)
 : -6% | 0% | -7% | -6% | -16 | -7% | 3% | ? | ? | 0% | 0
(23) CC(C)(C)NC(=O)Cn1nnc(-c2ccc(OCc3c(F)cccc3Cl)cc2)n1
 : 0% | -6% | -13% | -4% | 20 | 2% | 3% | -3% | 40%[activator] | -1% | -3
(24) Cc1ccc(CN2CCN(c3ccccc3)CC2)o1
 : 0% | 1% | -8% | -4% | -12 | -1% | 1% | 5% | -1% | 1% | 6
(25) CCCCSc1nnc([C@H](CC(C)C)NC(=O)OC(C)(C)C)o1
 : 4% | 1% | 0% | -30% | -8 | 0% | -5% | -5% | -1% | -5% | -10
(26) CC(NC(=O)c1ccco1)C(=O)N1CCN(c2cccc(Cl)c2)CC1 (stereo unspecified)
 : · | · | -2% | 0% | 4 | 0% | 4% | · | · | 3% | 2
(27) CS(=O)(=O)N(CC(=O)NC1CC1)C1CCCCC1
 : 3% | 0% | 4% | -4% | -2 | 2% | -6% | · | 1% | 2% | -18
(28) COc1nnc(-c2ccc(C(=O)N3C[C@@H]4C[C@H](C3)c3cccc(=O)n3C4)cc2)c2ccccc12
 : 0% | 7% | -1% | -1% | 11 | -2% | -2% | -2% | -9% | -4% | -6
(29) COc1ccc(NC(=O)CSc2n[nH]c(CNc3cccc(C)c3)n2)cc1
 : · | -4% | -1% | 4% | -1 | 2% | 5% | -5% | 12% | -6% | 0
(30) COc1ccc(NC(=O)CCCn2c(=S)[nH]c3ccccc3c2=O)cc1
 : 0% | 1% | 3% | -3% | 0 | 2% | -3% | -2% | -1% | 2% | -11
(31) O=C(NCc1ccccn1)c1ccc2nc(C3CCCCC3)oc2c1
 : 0%[0.46 µM] | -1% | 6% | 0% | -11 | 0% | -1% | 0% | 1% | -9% | 4
(32) Cc1coc(C)c1C(=O)Nc1ccc2ccccc2c1
 : -4% | -2% | 4% | 7% | -12 | 2% | -1% | 5% | 17% | ? | 1

Single values from above.
In Chronic BCR inh, CCN(CC)C(=O)[C@H]1C[C@H](CC(=O)NCCCn2ccnc2)C(=O)N2CCc3c([nH]c4ccc(Cl)cc34)[C@]12C is entered as -3%
In ASM inhibitor, COc1nnc(-c2ccc(C(=O)N3C[C@@H]4C[C@H](C3)c3cccc(=O)n3C4)cc2)c2ccccc12 is entered as -1%

Assay outcomes (PubChem BioAssay)
